Mac1 fbg inh: inhibitors of CD11b/CD18 adhesion to fibrinogen, primary screen, K562 cells, luminescence; Integrin beta-2 (Homo sapiens) + Integrin alpha-M (Homo sapiens), P05107+P11215; ATPlite luminescence; Mn2+ added to activate the integrin; inhibition, % at 10 µM; actives 0.54% (n = 93,000);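 active = primary inhibition of 50% or more at 10 µM, then 40% or more on retest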; also: some results filed as inactive read as strong as hits
Target sequence (P05107 whole entry, looked up, other chains not shown): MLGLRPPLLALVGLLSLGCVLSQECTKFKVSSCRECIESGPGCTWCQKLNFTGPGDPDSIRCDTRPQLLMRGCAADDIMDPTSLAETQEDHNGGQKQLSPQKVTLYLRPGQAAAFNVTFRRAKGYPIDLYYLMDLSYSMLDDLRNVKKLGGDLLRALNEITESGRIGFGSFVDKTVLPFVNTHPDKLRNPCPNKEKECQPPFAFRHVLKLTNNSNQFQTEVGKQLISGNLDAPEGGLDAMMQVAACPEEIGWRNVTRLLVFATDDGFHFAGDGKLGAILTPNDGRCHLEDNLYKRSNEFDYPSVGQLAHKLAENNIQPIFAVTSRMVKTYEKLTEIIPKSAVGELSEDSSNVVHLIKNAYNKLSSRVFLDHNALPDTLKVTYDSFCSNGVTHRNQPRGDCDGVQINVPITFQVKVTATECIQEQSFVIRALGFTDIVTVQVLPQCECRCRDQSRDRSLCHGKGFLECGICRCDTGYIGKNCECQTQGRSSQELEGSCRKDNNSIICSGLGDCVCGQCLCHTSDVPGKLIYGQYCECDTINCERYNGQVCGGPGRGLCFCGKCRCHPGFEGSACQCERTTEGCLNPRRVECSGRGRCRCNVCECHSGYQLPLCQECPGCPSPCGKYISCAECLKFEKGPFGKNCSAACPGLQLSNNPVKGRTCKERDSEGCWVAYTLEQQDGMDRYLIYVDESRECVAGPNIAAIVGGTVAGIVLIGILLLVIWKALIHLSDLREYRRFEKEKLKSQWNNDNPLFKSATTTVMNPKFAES
Fibroblast inh: antiproliferative effect on LL 47 fibroblasts – human, LL 47 cells, CellTiter-Glo luminescence, primary screen. LL 47 human lung fibroblast viability, ATP luminescence; active compounds read low. viability, % at 10 µM. actives 1.1% (n = 85,000). AID 719, 2007;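 active = viability at or below 50% in the single dose screen; inactive = viability above 50%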;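 also: compound exposure lasted 72 h before the ATP readout; 100% = median luminescence of untreated cell-only wells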
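Material: human LL 47 lung fibroblast cells; quantity: 1,150 cells/well; medium: IMEM plus 15% FBS; doses: 0.1% DMSO in all compound wells; timing: overnight attachment after seeding, then 72 h compound exposure at 37 °C; detection: CellTiter-Glo luminescence; measure: % viability of median cell-only signal; controls: cell-only wells, no compound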
ERa SRC1 inh: ERα–SRC-1 coactivator interaction inhibitors, primary screen, biochemical, TR-FRET, ERα LBD, estradiol-bound. Estrogen receptor (Homo sapiens), P03372. TR-FRET ER-alpha LBD / SRC-1 peptide. inhibition, % at 25.6 µM. actives 1.7% (n = 86,000). AID 629, 2007; in the data active = inhibition above about 50%;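 also: 0% = receptor plus peptide control and 100% = peptide only without receptor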
ERa SRC1 pot: enhancers of ERα–SRC-1 coactivator binding, primary screen, biochemical, TR-FRET, ERα LBD, low estradiol. TR-FRET ERalpha-LBD/SRC-Cy5 coactivator binding, 2 h; 100 = basal binding, no effect. coactivator binding (% of control), % at 25.6 µM. actives 1.3% (n = 86,000). Estrogen receptor (Homo sapiens), P03372; in the data active = activity above about 200%;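 also: binding measured in presence of low estradiol as agonist stimulus; 0% = peptide alone without receptor and 100% = receptor with peptide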
CYP2C19 activ: human CYP2C19 activators, primary screen, biochemical, luminescence | recombinant CYP2C19, luciferin-H EGE luminescence; active compounds read high; 0 = fully inhibited enzyme, 1 = untreated enzyme | Cytochrome P450 2C19 (Homo sapiens), P33261 | activation factor at 5 µM | 96,000 tested, under 10 active;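 active = activation factor of at least 2 at 5 µM in the primary screen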;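 also: 0 = wells with 2.5 mM tranylcypromine and 1 = vehicle-only wells; values of inactives mirror those of a sister screen read the other way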
CYP2C19 inhib: blockers of cytochrome P450 2C19 activity – biochemical, luminescence, ADME assay, primary screen; P33261; CYP2C19 Supersomes, luciferin-H EGE luminescence, 30 min; inhibition, % at 5 µM; actives 21% (n = 96,000); AID 778, 2007;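 active = CYP2C19 inhibition above a set limit at 5 µM in the primary screen, cut at about 50% in these data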;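 also: plate controls were negative control wells for no effect and 2.5 mM tranylcypromine positive control for full effect; values of inactives mirror those of a sister screen read the other way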
CD11b adhes enh: enhancers of CD11b/CD18 adhesion to fibrinogen, primary screen, K562 cells, luminescence; actives 0.07% (n = 93,000); ATPlite luminescence; Integrin beta-2 (Homo sapiens) + Integrin alpha-M (Homo sapiens), P05107+P11215; activation, % at 10 µM; AID 1499, 2009;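 active = 10 µM primary screen giving 50% or more activity, confirmed by 40% or more on retest at that dose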; also: strong numbers were not always called active
H69AR growth 86K: proliferation blockers of H69AR lung cancer cells, primary screen, cell-based, human, 86K library | H69AR lung tumor viability, ATP luminescence, 72 h; active compounds read low | viability, % at 10 µM | actives 6% (n = 85,000) | AID 598, 2007;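 active = viability at or below 40%; inactive = viability above 40%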;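 also: multidrug resistant small cell line overexpressing MRP-1 efflux transporter; 100% = mean luminescence of untreated control wells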
HUVEC inhibit: inhibitors of HUVEC proliferation, primary screen, cell-based, 384-well. CellTiter-Glo luminescence, 72 h; active compounds read low. viability, % at 10 µM (by protocol). actives 1.1% (n = 86,000). AID 648, 2007;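 active = viability at or below 30%; inactive = viability above 30%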;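 also: 100% = median luminescence of DMSO-only cell control wells on each plate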
Active calls of the source: *; [ ] = remark or other dose.

Results for COc1ccc(N(CC(=O)N2CCc3ccccc32)S(=O)(=O)c2c(C)noc2C)cc1 ?
Mac1 fbg inh: -26; Fibroblast inh: 93; ERa SRC1 inh: 0; ERa SRC1 pot: 118; CYP2C19 activ: 1; CYP2C19 inhib: 2; CD11b adhes enh: -1; HUVEC inhibit: 78

Results for CCn1c(COc2ccccc2C)nnc1SCC(=O)Nc1cc(C)on1 ?
Mac1 fbg inh: -4; Fibroblast inh: 99; ERa SRC1 inh: 11; ERa SRC1 pot: 108; CYP2C19 activ: 1; CYP2C19 inhib: -1; CD11b adhes enh: -1; H69AR growth 86K: 100; HUVEC inhibit: 105

Results for CC(=C/C(=O)O)/C=C/c1cccs1 ?
Mac1 fbg inh: -12; Fibroblast inh: 96; ERa SRC1 inh: -4; ERa SRC1 pot: 111; CYP2C19 activ: 1; CYP2C19 inhib: -3; CD11b adhes enh: -1; H69AR growth 86K: 88; HUVEC inhibit: 100

How did Cc1cccc(N(C(=O)Cn2nnc3ccccc32)C(C(=O)NCc2ccco2)c2ccncc2)c1 (stereo not drawn) do in these assays?
Mac1 fbg inh: 4; Fibroblast inh: 102; ERa SRC1 inh: 2[fluorescence artefact?]; ERa SRC1 pot: 79; CYP2C19 activ: 0.8; CYP2C19 inhib: 20; CD11b adhes enh: -1; H69AR growth 86K: 86; HUVEC inhibit: 95

How did C[C@@H](C(=O)Nc1ccccc1N1CCOCC1)N1C(=O)C2CC=CCC2C1=O (stereo partly drawn) do in these assays?
Mac1 fbg inh: 10; Fibroblast inh: 96; ERa SRC1 inh: -3; ERa SRC1 pot: 147; CYP2C19 activ: 1; CYP2C19 inhib: -1; CD11b adhes enh: 6; H69AR growth 86K: 102; HUVEC inhibit: 89

Results for CC(=O)c1cc(NC(=O)c2ccc(Cl)cc2)c(=O)oc1/C=C/N(C)C ?
Mac1 fbg inh: -12; CYP2C19 activ: 0.9; CYP2C19 inhib: 9; CD11b adhes enh: 12

How did O=C(O)c1cccc(S(=O)(=O)N2CCCC2)c1 do in these assays?
Mac1 fbg inh: 2; ERa SRC1 inh: -5; ERa SRC1 pot: 128; CYP2C19 activ: 0.9; CYP2C19 inhib: 6; CD11b adhes enh: 2; H69AR growth 86K: 103; HUVEC inhibit: 94

What do the screens show for `CCNc1cc2oc(=O)c(CN3CCOCC3)c(C)c2cc1C`?
Mac1 fbg inh: -5; Fibroblast inh: 93; ERa SRC1 inh: -11; ERa SRC1 pot: 130; CYP2C19 activ: 0.8; CYP2C19 inhib: 22; CD11b adhes enh: -2; H69AR growth 86K: 76; HUVEC inhibit: 105

How did O=C(O)CSc1nnc(-c2ccco2)o1 do in these assays?
Mac1 fbg inh: 1; Fibroblast inh: 98; ERa SRC1 inh: -7; ERa SRC1 pot: 108[fluorescence artefact?]; CYP2C19 activ: 1; CYP2C19 inhib: 1; CD11b adhes enh: -1; H69AR growth 86K: 96; HUVEC inhibit: 90

What do the screens show for `Cc1ccccc1NS(=O)(=O)c1ccc(OCC(=O)NCc2ccco2)cc1`?
Mac1 fbg inh: -6; Fibroblast inh: 104; ERa SRC1 inh: -3; ERa SRC1 pot: 113; CYP2C19 activ: 0.9; CYP2C19 inhib: 12; CD11b adhes enh: 0; H69AR growth 86K: 89; HUVEC inhibit: 77

Results for COP(=O)(/C=C/c1ccccc1)C(O)c1ccc(F)cc1 (stereo not drawn) ?
Mac1 fbg inh: -28; Fibroblast inh: 104; ERa SRC1 inh: -8; ERa SRC1 pot: 119; CYP2C19 activ: 0.7; CYP2C19 inhib: 29; CD11b adhes enh: -5; H69AR growth 86K: 86; HUVEC inhibit: 106

How did Cc1cc(N2C(=O)C(O)=C(C(=O)c3ccc(C)o3)C2c2cccs2)no1 (stereo not drawn) do in these assays?
Mac1 fbg inh: 9; CYP2C19 activ: 1.1; CYP2C19 inhib: -8; CD11b adhes enh: 3

Results for O=C(CN1CCCC1)Nc1ccc(-c2nc3cc(NC(=O)CN4CCCC4)ccc3o2)cc1 ?
Mac1 fbg inh: -1; Fibroblast inh: 23*; ERa SRC1 inh: 16; ERa SRC1 pot: 75; CYP2C19 activ: 0.9; CYP2C19 inhib: 14; CD11b adhes enh: 0; H69AR growth 86K: 47; HUVEC inhibit: 65

What do the screens show for `COCCn1c(-c2ccc(OC)cc2)nc2ccccc21`?
Mac1 fbg inh: 4; Fibroblast inh: 104; ERa SRC1 inh: 2; ERa SRC1 pot: 90; CYP2C19 activ: 0.9; CYP2C19 inhib: 8; CD11b adhes enh: 3; H69AR growth 86K: 85; HUVEC inhibit: 97

How did CNC(=O)CSCc1c(Cl)cccc1Cl do in these assays?
Mac1 fbg inh: -5; Fibroblast inh: 102; ERa SRC1 inh: -9; ERa SRC1 pot: 107; CYP2C19 activ: 0.9; CYP2C19 inhib: 15; CD11b adhes enh: 4; H69AR growth 86K: 87; HUVEC inhibit: 96

How did COc1ccc(C(=O)N2CCN(c3ncnc4c(-c5ccccc5)nsc34)CC2)cc1 do in these assays?
Mac1 fbg inh: 53; CYP2C19 activ: 1.1; CYP2C19 inhib: -9; CD11b adhes enh: -11

How did Nc1[nH]n(-c2ccccc2)c(=O)c1N=Nc1ccccc1[N+](=O)[O-] do in these assays?
Mac1 fbg inh: -20; Fibroblast inh: 99; ERa SRC1 inh: 88*[fluorescence artefact?]; ERa SRC1 pot: 9[fluorescence artefact?]; CYP2C19 activ: 0.9; CYP2C19 inhib: 12; CD11b adhes enh: 1; H69AR growth 86K: 75; HUVEC inhibit: 72

Results for O=C(Oc1cc(-c2ccccc2)no1)c1cccc(C(F)(F)F)c1 ?
Mac1 fbg inh: -14; Fibroblast inh: 106; ERa SRC1 inh: 5[fluorescence artefact?]; ERa SRC1 pot: 108[fluorescence artefact?]; CYP2C19 activ: 1.1; CYP2C19 inhib: -12; CD11b adhes enh: 1; H69AR growth 86K: 103; HUVEC inhibit: 93

What do the screens show for `CCOc1cc(C2C(C#N)=C(N)OC(C)=C2C(C)=O)cc(Br)c1O` (stereo not drawn)?
Mac1 fbg inh: 24; Fibroblast inh: 104; ERa SRC1 inh: 46; ERa SRC1 pot: 56[fluorescence artefact?]; CYP2C19 activ: 0.5; CYP2C19 inhib: 46; CD11b adhes enh: 2; H69AR growth 86K: 84; HUVEC inhibit: 102

Results for Cc1ccc(-c2[nH]nc(N)c2N=Nc2cccc(Cl)c2C)cc1 ?
Mac1 fbg inh: -2; CYP2C19 activ: 1; CYP2C19 inhib: 1; CD11b adhes enh: 0

Fetched by compound from above, 2 records:
How did O=C(O)CSc1nnc(-c2ccco2)o1 do in these assays?
Mac1 fbg inh: 1; Fibroblast inh: 98; ERa SRC1 inh: -7; ERa SRC1 pot: 108[fluorescence artefact?]; CYP2C19 activ: 1; CYP2C19 inhib: 1; CD11b adhes enh: -1; H69AR growth 86K: 96; HUVEC inhibit: 90

Results for CCn1c(COc2ccccc2C)nnc1SCC(=O)Nc1cc(C)on1 ?
Mac1 fbg inh: -4; Fibroblast inh: 99; ERa SRC1 inh: 11; ERa SRC1 pot: 108; CYP2C19 activ: 1; CYP2C19 inhib: -1; CD11b adhes enh: -1; H69AR growth 86K: 100; HUVEC inhibit: 105

(more compounds)
How did COc1cccc(/C=C/C(=O)c2ccc[nH]2)c1 do in these assays?
Mac1 fbg inh: 19; Fibroblast inh: 77; ERa SRC1 inh: -6; ERa SRC1 pot: 100[fluorescence artefact?]; CYP2C19 activ: 0.3; CYP2C19 inhib: 70*; CD11b adhes enh: 2; H69AR growth 86K: 19*; HUVEC inhibit: 76

What do the screens show for `CCOc1ccccc1OCCn1nnc2ccccc21`?
Mac1 fbg inh: -24; Fibroblast inh: 95; ERa SRC1 inh: -3; ERa SRC1 pot: 117; CYP2C19 activ: 0.2; CYP2C19 inhib: 83*; CD11b adhes enh: 1; H69AR growth 86K: 110; HUVEC inhibit: 105

Results for Cc1c(C(=O)N2CCCCCC2)nnn1-c1nonc1N ?
Mac1 fbg inh: 14; Fibroblast inh: 94; ERa SRC1 inh: 4; ERa SRC1 pot: 87[fluorescence artefact?]; CYP2C19 activ: 0.9; CYP2C19 inhib: 7; CD11b adhes enh: 0; H69AR growth 86K: 85; HUVEC inhibit: 101

What do the screens show for `CNc1oc(Cc2ccccc2)nc1S(=O)(=O)c1ccc(Cl)cc1`?
Mac1 fbg inh: -6; Fibroblast inh: 99; ERa SRC1 inh: 13; ERa SRC1 pot: 127; CYP2C19 activ: 0.5; CYP2C19 inhib: 50; CD11b adhes enh: -2; H69AR growth 86K: 104; HUVEC inhibit: 107

How did CCN1C(=O)N(CC)C(O)(c2ccccc2)C1(O)c1ccccc1 (stereo not drawn) do in these assays?
Mac1 fbg inh: -19; Fibroblast inh: 112; ERa SRC1 inh: -8; ERa SRC1 pot: 106; CYP2C19 activ: 1; CYP2C19 inhib: 0; CD11b adhes enh: -1; H69AR growth 86K: 105; HUVEC inhibit: 101

Results for CC(OC(=O)c1ccncc1)C(=O)Nc1cccc(Cl)c1 (stereo not drawn) ?
Mac1 fbg inh: 9; Fibroblast inh: 102; ERa SRC1 inh: 25; ERa SRC1 pot: 100; CYP2C19 activ: 0.3; CYP2C19 inhib: 75*; CD11b adhes enh: -5; H69AR growth 86K: 98; HUVEC inhibit: 94

What do the screens show for `O=S(=O)(c1ccc(Cl)s1)N1CCC(Cc2ccccc2)CC1`?
Mac1 fbg inh: 61; Fibroblast inh: 99; ERa SRC1 inh: 0; ERa SRC1 pot: 97; CYP2C19 activ: 0.8; CYP2C19 inhib: 25; CD11b adhes enh: -4; H69AR growth 86K: 90; HUVEC inhibit: 116

Results for CCN1CCN(C(=O)c2cn(CC)c3ccc(S(=O)(=O)N(C)C)cc3c2=O)CC1 ?
Fibroblast inh: 101; ERa SRC1 inh: -8; ERa SRC1 pot: 116; H69AR growth 86K: 90; HUVEC inhibit: 109

What do the screens show for `CCOc1ccc(OCC)c(NC(=O)CN2CCN(CC)CC2)c1`?
Fibroblast inh: 93; ERa SRC1 inh: -21; ERa SRC1 pot: 102; H69AR growth 86K: 69; HUVEC inhibit: 84

What do the screens show for `COC(=O)CNC(=O)CN1c2cccc3cccc(c23)S1(=O)=O`?
Mac1 fbg inh: -10; CYP2C19 activ: 0.9; CYP2C19 inhib: 14; CD11b adhes enh: 1

How did Cc1cc(SCCC(=O)O)nc2ccccc12 do in these assays?
Mac1 fbg inh: -4; Fibroblast inh: 92; ERa SRC1 inh: -2; ERa SRC1 pot: 110[fluorescence artefact?]; CYP2C19 activ: 1.2; CYP2C19 inhib: -17; CD11b adhes enh: 2; H69AR growth 86K: 93; HUVEC inhibit: 92

How did COc1ccc(CNC(=O)c2cccnc2Sc2ccc(Cl)cc2)cc1 do in these assays?
Mac1 fbg inh: -6; CYP2C19 activ: 1.1; CYP2C19 inhib: -6; CD11b adhes enh: 1

The order is random; 26% or so of the library scored in one or more.
